EPAC2 ag: EPAC2 (human) agonism | EPAC2 activation, biochemical qHTS; response scale: 100% = 6.5 mM cAMP response | AID 720711 | Potency, µM (doses to about 154 µM), without a hit: top-dose activation, hits mostly activators | Q8WZA2 | actives 0.079% (n = 360,000); note: potency is the fitted concentration of half-maximal effect; nearly all actives have a fitted effect of over 50% in size
Target sequence (Q8WZA2 whole entry, looked up): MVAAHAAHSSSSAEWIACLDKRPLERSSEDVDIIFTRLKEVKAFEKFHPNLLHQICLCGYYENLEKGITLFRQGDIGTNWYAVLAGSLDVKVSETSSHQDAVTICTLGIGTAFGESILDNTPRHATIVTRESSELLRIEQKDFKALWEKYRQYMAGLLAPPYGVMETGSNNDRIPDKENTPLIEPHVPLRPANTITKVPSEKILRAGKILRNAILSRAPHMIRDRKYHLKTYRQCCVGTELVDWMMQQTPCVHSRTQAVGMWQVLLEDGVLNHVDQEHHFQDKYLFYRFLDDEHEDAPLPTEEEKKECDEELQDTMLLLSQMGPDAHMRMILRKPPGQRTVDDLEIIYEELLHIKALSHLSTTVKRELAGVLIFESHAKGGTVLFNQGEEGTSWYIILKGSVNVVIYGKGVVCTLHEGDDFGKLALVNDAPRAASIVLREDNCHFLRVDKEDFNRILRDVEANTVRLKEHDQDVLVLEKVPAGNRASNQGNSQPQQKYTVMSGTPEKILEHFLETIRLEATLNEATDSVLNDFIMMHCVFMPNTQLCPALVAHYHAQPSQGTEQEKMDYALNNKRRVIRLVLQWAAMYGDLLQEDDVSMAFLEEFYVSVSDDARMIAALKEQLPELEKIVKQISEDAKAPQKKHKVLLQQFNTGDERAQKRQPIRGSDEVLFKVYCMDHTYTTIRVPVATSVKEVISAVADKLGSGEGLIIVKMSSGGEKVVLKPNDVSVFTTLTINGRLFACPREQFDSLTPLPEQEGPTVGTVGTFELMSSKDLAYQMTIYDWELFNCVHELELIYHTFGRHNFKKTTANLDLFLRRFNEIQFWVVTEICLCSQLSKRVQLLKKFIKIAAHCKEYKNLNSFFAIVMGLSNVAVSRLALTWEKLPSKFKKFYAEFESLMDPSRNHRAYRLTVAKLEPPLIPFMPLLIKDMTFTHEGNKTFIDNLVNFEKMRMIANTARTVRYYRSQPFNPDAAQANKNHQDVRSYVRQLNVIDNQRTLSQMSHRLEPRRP
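Exchange assay: 100 nM EPAC2 with 250 nM Rap1B-BODIPY-GDP and 50 uM GDP. Fluorescence (ex 480/em 540 nm) read every 5 min for 30 min at room temperature. Data normalized to 6.5 mM cAMP as agonist control.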
WRN inhibitor: WRN helicase (human) inhibition | Q14191 | WRN helicase unwinding, fluorescent forked duplex, kinetic | Potency, µM (titrated, usually from 114 µM), without a hit: at the top dose activity change, negative = inhibition, hits mostly inhibitors | actives 0.46% (n = 360,000); note: potency is the fitted concentration of half-maximal effect; % is set by controls: 0 for no effect and ±100 for the full control effect; nearly all actives have a fitted effect of over 55% in size
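Screening of the MLSMR collection measured strand separation of a quenched forked DNA duplex (100 nM) by 20 nM WRN with 2 mM ATP, all final. Compounds were preincubated with enzyme 15 min at room temperature.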
EPAC1 ag: agonists of human EPAC1. O95398. EPAC1 agonist qHTS, biochemical assay; response scale: 100% = response to 6.5 mM cAMP. Potency, µM (highest dose often 154 µM), for inactives: top-dose activation, actives largely listed as activators. actives 0.073% (n = 360,000). AID 720707; note: potency is the fitted concentration of half-maximal effect; nearly all actives have a fitted effect of over 60% in size
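EPAC1 100 nM, Rap1B–BODIPY-GDP 250 nM, unlabeled GDP 50 uM; compound titration; 5 min RT; kinetic read ex480/em540 at 5-min intervals ×30 min; data normalized to 6.5 mM cAMP agonist control.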
PI5P4Ka inh: blocks human PI5P4K alpha kinase activity | PI5P4Kalpha enzyme, ADP-Glo luminescence, 60 min; stronger effect = lower value | max response, % | actives 1.2% (n = 330,000) | AID 652105; active = max response of -50% or lower; inconclusive = between -30% and -50%; inactive = -30% or higher; note: value at the top dose of about 77 µM; % is set by controls: 0 for no effect and ±100 for the full control effect
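ADP-Glo luminescence end-point after a 60 min room-temperature kinase reaction. PI5P4Kalpha and substrate in HEPES pH 7.4 buffer with EGTA, 0.1% CHAPS and 5% DMSO; ATP at 5 microM final.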
EPAC1 antag: EPAC1 (human) antagonism. O95398. EPAC1 GEF assay, Rap1b-BODIPY-GDP exchange fluorescence. Potency, µM (highest dose often 115 µM), inactives show at the top dose activity change, negative = inhibition, hits mostly inhibitors. AID 720709. actives 0.14% (n = 360,000);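 note: potency is the fitted concentration of half-maximal effect; plate controls were vehicle for no effect and positive control for full effect; nearly all actives have a fitted effect of over 50% in size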
CCT modulator: modulators of cytosolic chaperonin (CCT/TRiC) activity; purified chaperonin ATPase assay, HTRF ADP detection, 30 min; AID 651819; activity change, % (concentration not given with the values), hits read low; actives 0.3% (n = 360,000); in the data active = activity change below about -30%; note: % is set by controls: 0 for no effect and ±100 for the full control effect
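TRiC at 40 or 20 nM final (batch-dependent) in 30 mM Tris pH 7.4, 100 mM KCl, 5 mM MgCl2, 1 mM DTT, with compound at single 76 uM and 10 uM ATP, 30 min at 37 deg C. ADP detected by HTRF Transcreener, 665/615 ratio.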
IL2 activator: IL-2 activation. IL-2 activation reporter assay, cell-based qHTS; stimulated with anti-CD3/CD4/CD28 beads; in transgenic mouse T cells. activation, % (series mostly up to about 46 µM). actives 0.065% (n = 360,000). AID 652025; in the data active = activation above about 50%; inconclusive = mostly about 30% to 49%; note: 0% is about no effect
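First, unstimulated transgenic mouse T cells were exposed to compound for 60 min. Next, anti-CD3/anti-CD4-coated beads with anti-CD28 were added. Finally, after 18 h at 37 degrees C, EGFP and DsRed were imaged.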
PLK1 PBD block: PLK1 (human) polo-box domain binding inhibition; Potency, µM, without a hit: max response, negative = inhibition, most hits filed as inhibitors; P53350; actives 2.8% (n = 360,000); Plk1 PBD binding of FITC phosphopeptide, fluorescence polarization; note: potency is the fitted concentration of half-maximal effect; series mostly up to about 57 µM; % is set by controls: 0 for no effect and ±100 for the full control effect; nearly all actives have a fitted effect of over 65% in size
* = called active by the depositor; ? = inconclusive; nt = no result given; & = joins results of further samples; [ ] = remark or other dose. Unless noted, calls come from the whole dose curve; as a rule, active = well fitted curve in the direction sought with a large enough effect; inconclusive = small, poorly fitted or top-dose-only effect, or another doubt; inactive = no such curve, though single readings can be large; an effect the other way counts as inactive or inconclusive.

SMILES	EPAC2 ag	WRN inhibitor	EPAC1 ag	PI5P4Ka inh	EPAC1 antag	CCT modulator	IL2 activator	PLK1 PBD block
Cc1nc(C(=O)N2CCCC(N3CCN(c4ccccc4C)CC3)C2)cs1 (stereo not given)	-2.5%	-14.0%	2.1%	-1.4	2.1%	-0.8	-0.7	-6.2%
CCOc1cc(/C=C/C(=O)c2ccc(C)cc2)ccc1OCC(=O)N(C)C	5.0%	10.6%	-6.0%	4.3	7.7%	-3.5	-5.1	-13.1%
O=C(CC1CCCCC1)NCCOc1ccccc1	9.7%	6.1%	-3.6%	-13.7	-0.4%	-4.4	-2.9	26.7µM*
Cc1cc(N2CCCCC2C)nc(-c2ccccc2O)n1 (stereo not given)	9.0%	-3.9%	5.5%	16.2	16.2%	-2.2	-1.7	-0.3%
COc1ccc(CCN(C)C2CC(=O)N(c3ccccc3)C2=O)cc1OC (stereo not given)	6.0%	-18.2%	-0.9%	-4.0	10.0%	-0.4	-0.2	4.0%
Cc1cc(C)nc(-n2nc(C)c(Oc3ccccc3O)c2C)n1	-1.4%	2.3%	5.3%	-5.3	4.3%	0.2	-0.8	-4.1%
COc1ccc(OC)c(CCNC(=O)c2ccc(CS(=O)Cc3ccc(Cl)cc3)o2)c1 (stereo not given)	-1.6%	5.3%	-12.9%	-7.4	18.9%	-6.2	-1.8	-5.3%
CC(=O)NC(CC(=O)OCc1ccc([N+](=O)[O-])cc1)c1ccccc1 (stereo not given)	17.8%	9.3%	7.8%	1.5	-9.7%	-0.5	1.0	-5.1%
COc1cc(C(=O)NNC(=S)Nc2ccc(S(N)(=O)=O)cc2)cc(OC)c1OC	2.7%	-17.6%[57.1 µM]	-22.7%	6.7	-24.4%	2.3	2.4	6.7µM*
COc1cc(/C=N/NC(=O)c2ccc3c(c2)OCCO3)cc(Cl)c1O	5.7%	-0.1%	2.1%	-2.8	-21.1%	-2.3	-0.6	-12.0%
Cc1ccc(Cc2cnc(NC(=O)/C(C#N)=C/c3ccc(-c4cccc([N+](=O)[O-])c4)o3)s2)cc1	12.2%	-15.8%	2.6%	-12.9	-0.6%	-0.8	-2.4	5.6%&-11.9%
COc1ccccc1NC(=S)NCc1ccco1	1.9%	-25.3%[57.1 µM]	-2.5%	-9.1	13.9%	-1.5	1.7	-14.9%
Cc1c(NS(=O)(=O)c2cccc(C(=O)Nc3cccc(F)c3)c2)c(=O)n(-c2ccccc2)n1C	1.6%	-10.8%	-2.6%	6.8	-31.2%	0.0	-3.2	-6.5%
O=C(NN=C1c2ccccc2-c2ccccc21)c1ccccc1	13.4%	-9.3%	8.8%	3.3	2.1%	0.4	-1.3	-3.7%
N#CCC(=N)N1CCN(c2ccc(Cl)cc2)CC1	10.9%	-12.9%	8.2%	-1.3	-6.6%	-0.3	6.7	4.0%

Among those listed so far, 3 contain a Cl atom:
SMILES	EPAC2 ag	WRN inhibitor	EPAC1 ag	PI5P4Ka inh	EPAC1 antag	CCT modulator	IL2 activator	PLK1 PBD block
COc1ccc(OC)c(CCNC(=O)c2ccc(CS(=O)Cc3ccc(Cl)cc3)o2)c1 (stereo not given)	-1.6%	5.3%	-12.9%	-7.4	18.9%	-6.2	-1.8	-5.3%
COc1cc(/C=N/NC(=O)c2ccc3c(c2)OCCO3)cc(Cl)c1O	5.7%	-0.1%	2.1%	-2.8	-21.1%	-2.3	-0.6	-12.0%
N#CCC(=N)N1CCN(c2ccc(Cl)cc2)CC1	10.9%	-12.9%	8.2%	-1.3	-6.6%	-0.3	6.7	4.0%

(next part)
SMILES	EPAC2 ag	WRN inhibitor	EPAC1 ag	PI5P4Ka inh	EPAC1 antag	CCT modulator	IL2 activator	PLK1 PBD block
O=C(Cn1c(C(=O)NCc2ccco2)cc2sccc21)c1ccccc1	12.4%	8.3%	9.6%	-6.3	-29.9%	-1.0	3.0	-20.4%
Cc1cccc(C)c1NC(=O)C1(NC(=O)Cn2cccc([N+](=O)[O-])c2=O)CCCCC1	10.4%	1.6%	3.9%	2.4	4.9%	-2.5	-1.2	-9.3%
CCOC(=O)C1(C)CCCN(C(=O)c2c(F)ccc(C)c2F)C1 (stereo not given)	1.7%	7.5%	8.3%	0.0	9.2%	-0.2	-0.3	-6.7%
CCC(C(=O)Nc1ccc(C)cc1)c1ccccc1 (stereo not given)	1.6%	1.8%	-2.2%	-4.8	-28.0%	-0.3	0.9	0.1%
Cn1c(=O)c2c(ncn2CC(=O)Nc2ccccc2Sc2ccccc2)n(C)c1=O	9.2%	-7.6%	10.1%	nt	-1.2%	2.5	-0.8	-3.9%
C#CCOCCOCCOCCNc1nc(N2CCN(C(=O)[C@H](CCCCN)n3cc([C@@H](N)C(C)CC)nn3)CC2)nc(N2CCN(C(=O)[C@H](CCCCN)n3cc([C@@H](N)CC(C)C)nn3)CC2)n1 (stereo not given in full)	8.3%	?	-7.7%	2.0	17.3%	-0.7	0.0	-3.0%
COc1ccc(C(CNC(=O)C(C)c2ccc3cc(OC)ccc3c2)N(C)C)cc1 (stereo not given)	8.4%	4.5%	6.9%	-0.9	-23.2%	-1.4	-4.2	-5.9%
Cc1ccc(O)c(NC(=O)c2ccc3c(c2)C(=O)N(CC(C)C)C3=O)c1	-3.7%	6.5%	-1.7%	3.7	4.9%	-1.8	-3.5	-9.7%
COc1ccc(C(=O)NCc2nnc(SCC(=O)Nc3cc(Cl)ccc3OC)o2)cc1	8.8%	6.2%	-17.7%	4.4	-3.3%	2.5	-0.2	?
O=C(CSCc1ccc([N+](=O)[O-])cc1)NCCSCc1ccccc1	14.6%	-0.3%	11.6%	-5.7	4.8%	-2.2	0.0	-1.8%
Cc1csc(NC(=O)c2cc3ccccc3o2)n1	16.5%	7.5%	2.3%	-4.5	4.3%	-2.2	0.0	-15.6%
CCCOc1ccc(-c2nc(C#N)c(N3CCC(C(N)=O)CC3)o2)cc1	-10.6%	-4.6%	-3.3%	nt	11.4%	1.3	2.7	-2.8%
COc1cccc(N2C(=O)C3CCCN3C2c2ccc(Cl)cc2)c1 (stereo not given)	0.6%	0.3%	0.2%	8.2	-11.8%	0.2	-0.1	0.5%
COc1cccc(/C=N/NC(=O)c2ccc(=O)n(C)c2)c1O	8.0%	-8.1%	6.4%	6.5	-3.0%	0.6	-3.2	-7.9%
COc1ccc(OCC(=O)Nc2cc3oc4ccccc4c3cc2OC)cc1	7.6%	1.9%	2.1%	3.9	-26.1%	-2.3	-2.4	-1.3%
O=C(Cc1ccc(Cl)cc1)Nc1ccccc1C(=O)N1CCCCC1	-4.8%	-34.4%	-2.7%	23.6	-24.7%	-3.0	-2.0	0.5%
CCN(c1ccccc1)S(=O)(=O)c1ccc2c(c1)OCCO2	15.6%	9.2%	2.8%	2.7	13.0%	-0.7	-0.1	-7.6%
COC(=O)c1ccc(COC(=O)CCNS(=O)(=O)c2ccc(C)c(C)c2)cc1	10.8%	-9.5%	-4.0%	10.7	?	0.5	1.8	4.9%
Cc1ccc(-c2nc3ccccc3s2)cc1NC(=O)c1ccc2c(c1)OCO2	9.4%	-6.7%	11.1%	nt	-3.8%	-2.5	-2.0	-4.6%
Cc1ccnc(SC2CC(=O)N(c3ccc(C(C)C)cc3)C2=O)n1 (stereo not given)	-0.3%	7.8%	-1.8%	1.0	-8.8%	1.0	-2.3	-7.2%
O=C(Cc1ccc(S(=O)(=O)N2CCOCC2)s1)Nc1ccc(S(=O)(=O)N2CCCCC2)cc1	11.7%	?	11.0%	-25.5	-20.5%	-1.8	1.7	-5.1%
Cc1ccccc1CSc1nnc(C)n1N	-0.3%	0.6%	-5.8%	nt	19.8%	-1.6	-0.7	-1.5%
CC(C)C(=O)NC(c1cccc([N+](=O)[O-])c1)c1c(O)ccc2ccccc12 (stereo not given)	-3.3%	-3.1%	6.8%	0.5	-2.3%	-2.3	0.1	-4.5%
CCOC(=O)c1sc(NC(=O)Nc2cccc(Cl)c2)cc1C	-4.6%	2.8%	7.6%	-2.5	6.9%	-0.1	-4.9	-13.3%
C=CCOc1c(Br)cc(/C=N/O)cc1OCC	-10.0%	-7.2%	-3.1%	4.7	-10.2%	0.9	-0.6	29.9µM*
CCn1ncc(Br)c1C(=O)N(C)C12CC3CC(CC(C3)C1)C2	1.6%	-0.7%	-12.9%	4.5	-22.4%	-0.4	-0.6	0.1%
Cc1cc(C)c(C)c(OCCCCN(C)Cc2ccccc2)c1	7.8%	2.1%	-7.9%	-2.7	-1.4%	-1.4	-3.6	3.8%
CCOc1ccc(-c2cc(CCCC(=O)NCc3cccnc3)no2)cc1	6.8%	-5.2%	-0.6%	-2.8	-3.6%	-1.5	-3.0	-14.3%
CCOC(=O)CNC(=O)CSc1nc(Cc2cccs2)nc2ccccc12	9.5%	-25.8%	3.1%	nt	2.5%	2.9	0.2	?
CC(=O)CC(c1ccc([N+](=O)[O-])cc1)c1c(O)c2ccccc2oc1=O (stereo not given)	4.5%	-2.6%	-13.4%	-2.2	23.6%	-0.9	-0.7	-16.6%
CC(C)Cn1cnc2c(SCCc3ccccc3)nc(N)nc21	8.3%	-3.7%	3.6%	-4.9	3.5%	-0.7	-1.0	4.0%
COc1cc(C(=O)NNC(=O)c2cc(-c3ccccc3)n[nH]2)cc(OC)c1C	-17.2%	-4.8%	-16.1%	?	-10.6%	0.5	-1.4	-10.3%
N#CC1CC(c2ccccc2)=NN1c1ccccc1[N+](=O)[O-] (stereo not given)	10.4%	-5.9%	13.8%	2.0	?	1.7	-0.8	-2.3%
CCOc1ccccc1-n1nnnc1SCC(=O)NC(=O)Cc1ccccc1	13.7%	0.8%	3.1%	-11.6	13.1%	-2.4	-3.8	-8.0%
O=C(NC1CC1)c1cc(Cl)nc2ccccc12	9.7%	5.7%	17.2%	-3.7	-16.1%	-1.0	0.2	-7.1%
O=[N+]([O-])c1cc(C(F)(F)F)ccc1SCC(O)CO (stereo not given)	-1.2%	-6.0%	-6.6%	10.8	-5.8%	-0.7	0.6	-5.9%
CCCOc1ccc(C(=O)O/N=C(\CC)c2ccc(C)cc2)cc1	-4.7%	-16.2%	-6.9%	30.7	?	-0.5	0.5	-0.9%
COc1ccc(C(=O)COC(=O)CCc2nc3ccccc3[nH]c2=O)cc1Br	3.3%	4.9%[57.1 µM]	-5.7%	-9.4	-4.1%	-3.1	0.5	-3.2%
COc1cc2c(cc1OC)C1c3ccc(OC)c(OC)c3OCC1(O)C2 (stereo not given)	9.8%	3.2%	-3.9%	-0.7	4.8%	-0.3	-0.4	-0.9%
COc1ccc(C(=O)c2cn[nH]c2-c2ccc(C)cc2O)cc1	9.6%	-1.3%	16.9%	-1.0	13.3%	-1.4	0.1	-4.5%

Screens as filed in PubChem.

The list is partial, so the mix of outcomes need not match the whole.
